# S-ASM inh – inhibitors of human secretory acid sphingomyelinase. AID 504937. Potency, µM (series often up to 57.5 µM), inactives show top-dose activity change, negative = inhibition, actives largely listed as inhibitors. placental ASM, HMU-PC fluorogenic substrate, 60 min. P17405. actives 0.006% (n = 340,000); further: potency means the concentration at half of the fitted maximal effect
# Target sequence (P17405 47-631 limits assumed): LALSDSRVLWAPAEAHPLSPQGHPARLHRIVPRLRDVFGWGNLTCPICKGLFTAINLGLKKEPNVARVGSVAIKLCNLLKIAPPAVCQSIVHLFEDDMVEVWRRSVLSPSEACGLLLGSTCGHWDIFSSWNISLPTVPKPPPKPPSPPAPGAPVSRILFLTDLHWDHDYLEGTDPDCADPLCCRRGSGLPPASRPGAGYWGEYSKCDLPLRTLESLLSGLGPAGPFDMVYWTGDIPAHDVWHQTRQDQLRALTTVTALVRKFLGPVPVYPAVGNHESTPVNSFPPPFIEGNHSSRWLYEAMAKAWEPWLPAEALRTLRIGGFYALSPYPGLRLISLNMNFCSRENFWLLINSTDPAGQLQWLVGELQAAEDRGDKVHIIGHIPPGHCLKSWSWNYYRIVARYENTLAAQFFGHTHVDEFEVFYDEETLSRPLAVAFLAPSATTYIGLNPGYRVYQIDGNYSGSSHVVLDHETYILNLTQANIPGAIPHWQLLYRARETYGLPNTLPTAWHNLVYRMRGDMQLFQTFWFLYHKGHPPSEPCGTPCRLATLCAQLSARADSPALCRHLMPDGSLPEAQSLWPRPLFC
#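 qHTS format. ASM enzyme prepared from human placenta hydrolyses the fluorogenic substrate HMU-PC0 (9 uM final) over 60 min at 37 °C after a 10 min compound preincubation.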
# GALK inhibitor – blocks human galactokinase activity; Purified GALK, Kinase-Glo residual ATP luminescence; P51570; Potency, µM (titrated, usually from 57.5 µM), inactives show top-dose activity change, negative = inhibition, most hits filed as inhibitors; actives 0.007% (n = 270,000); AID 1868; further: potency means the concentration at half of the fitted maximal effect; on the % scale 0 is the no-effect control and ±100 the full control effect
# Target sequence (P51570 whole entry, looked up): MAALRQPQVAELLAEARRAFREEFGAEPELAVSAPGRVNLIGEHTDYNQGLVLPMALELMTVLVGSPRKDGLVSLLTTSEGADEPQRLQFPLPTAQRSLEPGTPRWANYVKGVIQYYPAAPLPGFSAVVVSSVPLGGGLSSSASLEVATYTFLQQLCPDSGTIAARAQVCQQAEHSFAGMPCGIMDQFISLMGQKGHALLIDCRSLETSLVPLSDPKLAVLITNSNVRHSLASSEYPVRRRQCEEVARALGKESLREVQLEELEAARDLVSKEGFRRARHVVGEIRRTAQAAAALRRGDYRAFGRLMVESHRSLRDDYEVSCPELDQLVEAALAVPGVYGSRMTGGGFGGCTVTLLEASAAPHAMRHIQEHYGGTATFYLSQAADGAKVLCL
#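 Human GALK (5 nM) with 35 uM ATP and 100 uM galactose in 20 mM HEPES pH 8.0, 5 mM MgCl2, 60 mM NaCl, 1 mM DTT, 0.01% BSA. After 1 h at room temperature, leftover ATP was read by Kinase-Glo Plus luminescence.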
# hERG WT inh – KCNH2 (human, wildtype) channel inhibition; activity change, % at 1.84 µM; Q12809; actives 0.37% (n = 340,000); U2OS, BacMam KCNH2, thallium flux FluxOr; stronger effect = lower value;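 active means maximum activity change below -70%; inconclusive means maximum activity change between -70% and -50%; inactive means maximum activity change above -50%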; further: on the % scale 0 is the no-effect control and ±100 the full control effect
#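 U2OS cells transduced with wild-type KCNH2 virus are loaded with FluxOr dye for 45 min, and thallium flux is measured in kinetic reads before and after stimulation buffer. Rate constants are normalized to DMSO controls.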
# Integrin act MD – integrin-mediated muscular dystrophy alleviation activation. actives 0.064% (n = 350,000). alpha7betagal myoblasts, beta-gal FDG fluorescence, 48 h. Potency, µM (titrated, usually from 38.3 µM), without a hit: top-dose activation, hits mostly activators;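 further: potency means the concentration at half of the fitted maximal effect; 100% = response of the positive control SU9516; nearly all actives have a fitted effect of over 60% in size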
#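 alpha7betagal+/- myoblasts (passage 13, 250/well) treated 48 h at 37C with compounds at 1:260 dilution of DMSO stock. Lysed, then beta-galactosidase activity read as FDG fluorescence (ex 480/em 540) after 30 min, with pre-read for autofluorescence.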
# KCNH2 3.1 block – KCNH2 3.1 (human) potassium channel inhibition. U2OS KCNH2 3.1, thallium flux FluxOr; stronger effect = lower value. activity change, % (tested at about 1.8 µM). actives 0.95% (n = 340,000). AID 720553;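 active means maximum activity change below -70%; inconclusive means maximum activity change from -70% to -50%; inactive means maximum activity change above -50%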;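 further: thallium influx rate constant from kinetic fluorescence after stimulation buffer; on the % scale 0 is the no-effect control and ±100 the full control effect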
#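 Normalized rate constant (relative to positive and negative DMSO controls) derived from a 2 min kinetic fluorescence read after stimulation; U2OS cells expressing the 3.1 isoform via virus at 1.77 x 10^8 /mL.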
# MLL CXXC-DNA inh – MLL CXXC-DNA interaction inhibition; Q03164; MLL-CXXC / FITC-HOXA9 DNA fluorescence polarization; Potency, µM (series often up to 115 µM), inactives show at the top dose activity change, negative = inhibition, hits mostly inhibitors; actives 0.037% (n = 290,000); AID 2662; active means well fitted inhibition curve with a large enough effect in the polarisation, with a control signal flat, not every such curve was filed as active; inconclusive means small, poorly fitted or top-dose-only effect, or effect the other way, or a change in a side signal; inactive means no such curve, though single readings can be large or run the other way; the % refers to the polarisation; further: potency means the concentration at half of the fitted maximal effect
#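 Purified MLL-CXXC (added from a 7 uM solution) was preincubated 5 min at ambient with pinned compounds in 50 mM Tris-HCl pH 7.5, 50 mM NaCl, 1 mM DTT, 0.05% BSA. Fluorescein-labeled HOX-A9 DNA (50 nM solution) followed, 30 min, then polarization read.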
# Coupling enz – inhibits coupling enzyme system, counter-screen for aldolase hits | coupling enzyme system counterscreen, AmpLite Red fluorescence | activity change, negative = inhibition, % at 58.2 µM, hits read low | actives 0.67% (n = 290,000); in the data active means activity change below about -30%; further: on the % scale 0 is the no-effect control and ±100 the full control effect
#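 Activity here indicates interference with the coupling reaction, not aldolase inhibition. Compounds at 57.5 uM final met coupling enzymes for 10 min at RT; substrate and AmpLite Red detection followed, with a 525/598 nm fluorescence read after 20 min.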
# A-T KAP1 phos – potential ataxia-telangiectasia treatment; actives 0.19% (n = 320,000); […] A-T fibroblasts, KAP-1 phosphorylation AlphaLISA; neocarzinostatin DNA damage 30 min before lysis; Potency, µM (top dose mostly 57.5 µM), inactives show top-dose activation, actives largely listed as activators; AID 485349; further: potency means the concentration at half of the fitted maximal effect; % of control where 0% means no effect; nearly all actives have a fitted effect of over 45% in size
#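 ATM-like activity read as KAP-1 phosphorylation via AlphaLISA donor/acceptor antibody pairs after lysis and 6 hr at 25C. Cells were ATM-null patient fibroblasts ([…], hTERT), dosed 60 min, then exposed to the DSB inducer NCS for 30 min.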
# MBNL1-CUG inh – MBNL1-poly(CUG) RNA binding inhibition. Q9NR56. TR-FRET MBNL1-His/biotin-(CUG)12 binding, 665/545 ratio. Potency, µM (doses to about 57.5 µM), inactives show top-dose activity change, negative = inhibition, most hits filed as inhibitors. actives 0.036% (n = 280,000). AID 2675; active means well fitted inhibition curve with a large enough effect in the signal ratio, with a control signal flat, not every such curve was filed as active; inconclusive means small, poorly fitted or top-dose-only effect, or effect the other way, or a change in a side signal; inactive means no such curve, though single readings can be large or run the other way; the % refers to the signal ratio; further: potency means the concentration at half of the fitted maximal effect; on the % scale 0 is the no-effect control and ±100 the full control effect
#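 TR-FRET between His-tagged MBNL1 and biotin-(CUG)12 RNA, detected with Tb anti-His antibody (0.055 ng/ul) and streptavidin-XL665 (5 nM), 60 min at room temperature. Compounds titrated 92 nM to 58 uM; 665/545 nm ratio normalized to buffer and complex controls.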
# TRPV1 ag – human TRPV1 agonism; AID 540275; activation, % at 8.33 µM; Q8NER1; TRPV1-expressing cells, Fluo-8 calcium influx, agonist mode; actives 0.19% (n = 320,000); in the data active means activation above about 80%; inconclusive means between about 30% and that limit; further: 0% is about no effect
#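 Cells expressing TRPV1 were dye-loaded with Fluo-8 and read kinetically: 10 s baseline, 3 min after compound (agonist portion), then 2 min after EC20 capsaicin (allosteric enhancer portion). Calcium-bound dye fluorescence at 480/520 nm.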
# Numbers without * were called inactive; i = inactive; ? = inconclusive; . = no result given; [ ] = remark or other dose. Unless noted, the call rests on the fitted dose curve; in most records, active means well fitted curve in the direction sought with a large enough effect; inconclusive means small, poorly fitted or top-dose-only effect, or another doubt; inactive means no such curve, though single readings can be large; an effect the other way counts as inactive or inconclusive.
SMILES,S-ASM inh,GALK inhibitor,hERG WT inh,Integrin act MD,KCNH2 3.1 block,MLL CXXC-DNA inh,Coupling enz,A-T KAP1 phos,MBNL1-CUG inh,TRPV1 ag
COc1ccccc1N(CC(O)COc1ccccc1C)S(=O)(=O)c1ccccc1 (stereo not given),0%,1%,1,-8%,0,3%,-2,6%,-2%,12
CCOC(=O)c1[nH]c2ccccc2c1NC(=O)C1CCCCC1,2%,2%,1,-30%,-16,2%,0,.,-49%,3
C=CC1=CCN(S(=O)C(C)(C)C)[C@H]1CCO (stereo not given in full),2%,.,2,-9%,-4,.,.,.,.,.
N#Cc1ccc(OCC(=O)Nc2ccncc2)cc1,8%,0%,-2,21%,-5,43%[activator],0,4%,3%,18
CCOC(=O)c1ccccc1NC(=O)CSc1nc2ccccc2n1CC(=O)N1CCCC1,0%,1%,5,5%,9,1%,4,1%,-3%,5
COc1ccc(CCNC(=O)c2ccc3c(c2)OCO3)cc1,0%,-2%,-7,-3%,-8,10%,4,-1%,-5%,?
O=S(=O)(c1ccc(-c2ccccn2)s1)N1CCC2(CC1)OCCO2,0%,-1%,-1,-4%,8,1%,1,5%,.,6
C/C=C/c1ccc(OCCCNC(C)CC)c(OC)c1 (stereo not given),-1%,2%,2,9%,-1,3%,2,2%,-5%,-1
CCCCNC(=O)CS(=O)Cc1nc(-c2cccc(C)c2)oc1C (stereo not given),1%,0%,9,-3%,1,-6%,2,9%,6%,.
O=C(COc1ccccc1)Nc1cc(S(=O)(=O)N2CCOCC2)ccc1N1CCCC1,0%,.,-2,2%,-11,.,.,0%,.,2
COc1ccc(-n2cc(C(=O)Nc3cc([N+](=O)[O-])ccc3OC)c3ccccc3c2=O)cc1,-2%,-4%,2,-15%,0,0%,0,5%,24%,0
O=C(CO/N=C/c1ccc(OC(F)F)cc1)NCc1ccc(F)cc1,-3%,7%,35,24%,-3,0%,2,3%,-6%,?

# Reprinted from the part before: 4 entries, then new ones.
SMILES,S-ASM inh,GALK inhibitor,hERG WT inh,Integrin act MD,KCNH2 3.1 block,MLL CXXC-DNA inh,Coupling enz,A-T KAP1 phos,MBNL1-CUG inh,TRPV1 ag
CCCCNC(=O)CS(=O)Cc1nc(-c2cccc(C)c2)oc1C (stereo not given),1%,0%,9,-3%,1,-6%,2,9%,6%,.
O=C(COc1ccccc1)Nc1cc(S(=O)(=O)N2CCOCC2)ccc1N1CCCC1,0%,.,-2,2%,-11,.,.,0%,.,2
COc1ccc(-n2cc(C(=O)Nc3cc([N+](=O)[O-])ccc3OC)c3ccccc3c2=O)cc1,-2%,-4%,2,-15%,0,0%,0,5%,24%,0
O=C(CO/N=C/c1ccc(OC(F)F)cc1)NCc1ccc(F)cc1,-3%,7%,35,24%,-3,0%,2,3%,-6%,?
COc1ccccc1OCCC(=O)OCC(=O)NCc1ccc(Cl)cc1,-1%,9%,-1,1%,-8,?,7,-10%,-6%,1
CCOC(=O)NCc1ccc(Cl)c(Cl)c1,2%,0%,6,-1%,11,-2%,-3,4%,-10%,9
COc1cc(C2C(C(C)=O)=C(O)C(=O)N2CCN(C)C)ccc1O (stereo not given),4%,-1%,-6,22%,-25,-9%,-4,3%,-2%,3
CCN(CC)CCNC(=O)c1ccc(NC(=O)c2ccc(S(=O)(=O)N(C)c3ccccc3OC)cc2)cc1,0%,.,-16,-39%,-8,.,.,.,.,.
O=C(Nc1ccc2oc(-c3ccccc3Cl)nc2c1)c1cncc(Br)c1,43%[activator],2%,-18,?,-14,-13%,2,-2%,4%,-2
O=C(O)C(Cc1ccccc1)n1cnnn1 (stereo not given),2%,-1%,-13,-13%,-6,3%,0,7%,-3%,1
COc1ccc(NC(=O)CSc2nc(C(C)C)nc3c2c(=O)n(C)c(=O)n3C)c(OC)c1,1%,7%,-17,21%,-1,21%,.,4%,4%,0
O=C(NCc1cccnc1)C(=O)NCC1CCCO1 (stereo not given),1%,-2%,-9,-23%,-8,0%,-2,4%,-4%,-1
O=C(CN1CCN(S(=O)(=O)c2ccc3ccccc3c2)CC1)Nc1ccc2c(c1)CCC2,-5%,1%,-10,6%,-23,19%,0,0%,2%,0
c1ccc(CNc2ncnc3c2oc2ccccc23)nc1,6%,-2%,5,25%,0,?,1,-3%,5%,1
O=C(Nc1cccnc1)c1cc(-c2ccc(F)cc2)on1,0%,0%,2,-15%,8,12%,1,1%,2%,?
CS(=O)(=O)N(CC(=O)N1CCc2ccccc2C1)Cc1ccc(Cl)cc1,-1%,-3%,-18,-1%,9,8%,2,10%,0%,14

# Four entries from above, as labelled records:
compound: CCN(CC)CCNC(=O)c1ccc(NC(=O)c2ccc(S(=O)(=O)N(C)c3ccccc3OC)cc2)cc1
  S-ASM inh: 0%
  GALK inhibitor: .
  hERG WT inh: -16
  Integrin act MD: -39%
  KCNH2 3.1 block: -8
  MLL CXXC-DNA inh: .
  Coupling enz: .
  A-T KAP1 phos: .
  MBNL1-CUG inh: .
  TRPV1 ag: .
compound: O=C(Nc1ccc2oc(-c3ccccc3Cl)nc2c1)c1cncc(Br)c1
  S-ASM inh: 43%[activator]
  GALK inhibitor: 2%
  hERG WT inh: -18
  Integrin act MD: ?
  KCNH2 3.1 block: -14
  MLL CXXC-DNA inh: -13%
  Coupling enz: 2
  A-T KAP1 phos: -2%
  MBNL1-CUG inh: 4%
  TRPV1 ag: -2
compound: O=C(O)C(Cc1ccccc1)n1cnnn1 (stereo not given)
  S-ASM inh: 2%
  GALK inhibitor: -1%
  hERG WT inh: -13
  Integrin act MD: -13%
  KCNH2 3.1 block: -6
  MLL CXXC-DNA inh: 3%
  Coupling enz: 0
  A-T KAP1 phos: 7%
  MBNL1-CUG inh: -3%
  TRPV1 ag: 1
compound: COc1ccc(NC(=O)CSc2nc(C(C)C)nc3c2c(=O)n(C)c(=O)n3C)c(OC)c1
  S-ASM inh: 1%
  GALK inhibitor: 7%
  hERG WT inh: -17
  Integrin act MD: 21%
  KCNH2 3.1 block: -1
  MLL CXXC-DNA inh: 21%
  Coupling enz: .
  A-T KAP1 phos: 4%
  MBNL1-CUG inh: 4%
  TRPV1 ag: 0

# Later entries
SMILES,S-ASM inh,GALK inhibitor,hERG WT inh,Integrin act MD,KCNH2 3.1 block,MLL CXXC-DNA inh,Coupling enz,A-T KAP1 phos,MBNL1-CUG inh,TRPV1 ag
COC(=O)N1C(=O)[C@@](c2ccccc2)(C2CCCC2)N1C(=O)OC,4%,.,-3,7%,15,-13%,-6,25µM*,-6%,14
COCCNCCOc1ccc(C)cc1[N+](=O)[O-],2%,3%,i,7%,-4,-3%,-6,-3%,22%,0
CCOC(=O)/C=C/C(=O)OCC(=O)Nc1c(Cl)cccc1Cl,7%,1%,0,26%,-1,-17%,3,11%,0%,-2
Cc1ccsc1C(=O)N(CC(C)C)c1c(N)n(Cc2ccccc2)c(=O)[nH]c1=O,13%,-5%,-10,41%,-4,-8%,1,15%,1%,-2
COc1ccccc1OCC(=O)Nc1cc(C)ccc1NC(=O)c1ccco1,1%,-5%,-1,-5%,-9,-11%,.,8%,5%,-8
CC(OC(=O)c1ccccc1)C(=O)NCCC1=CCCCC1 (stereo not given),5%,16%,-4,-14%,9,-11%,-2,4%,-8%,?
CSc1ccccc1NC(=O)c1ccc([N+](=O)[O-])cc1,-1%,1%,11,17%,10,-23%,-2,0%,?,-1
O=S(=O)(CC(c1ccccc1)N1CCCCC1)c1ccc(Cl)cc1 (stereo not given),2%,1%,3,-30%,-10,-10%,6,6%,-1%,14
O=c1c2ccccc2c(-c2ccccc2)nn1-c1ccccn1,-2%,10%,-8,16%,7,-4%,5,4%,1%,0
CCCCN(c1nc2ccccc2nc1Cl)S(=O)(=O)c1ccc(C)cc1,-1%,-2%,-9,-10%,1,-14%,-7,10µM*,3%,-5
COc1ccc(S(=O)(=O)N2CCOCC2)cc1C(=O)N(C)CCOc1ccc(Cl)cc1,2%,.,-11,?,6,.,.,7%,.,0
CCN(CC)S(=O)(=O)c1ccc2c(c1)c(=O)c(C(=O)NCCN(C)CCc1ccccc1)cn2C,-1%,1%,3,28%[7.66 µM],-8,5%,3,5%,1%,1
c1ccc(Cn2c[n+](Cc3ccccc3)cn2)cc1,3%,-1%,-4,1%,-21,-1%,3,14%,-10%,-3
CC1CCc2nc3ccccc3c(C(=O)OCC(=O)N(C)C3CCS(=O)(=O)C3)c2C1 (stereo not given),1%,11%,11,6%,-6,7%,-5,-5%,3%,3
CCCn1c(O)c(N=Nc2ccc3ccccc3n2)c2ccccc21,-14%,0%,-5,41%,-31,-17%,2,13%,.,16

# Bioassay records from PubChem.
